Assay outcomes deposited in PubChem BioAssay by National Center for Advancing Translational Sciences (NCATS).
TexasRed fluor: alters Texas Red total fluorescence, flagging assay interference; Potency, µM (top dose mostly 106 µM), for inactives: top-dose fluorescence change, negative = quenching; 280,000 tested, 0.29% active; TRb/SRC2 Texas Red total fluorescence interference; active = well fitted curve in either direction with a large enough effect; inconclusive = small, poorly fitted or top-dose-only effect
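Human TRb ligand-binding domain at 0.6 uM with 20 nM Texas Red SRC2 peptide in Tris buffer containing 1 uM T3 and 5% DMSO, incubated with compound 5 h at ambient temperature. Total fluorescence (555/632 nm) calculated as parallel + 2 × perpendicular.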
Tau FP inhib: inhibitors of human tau fibril formation. P10636. K18 P301L tau heparin fibrillization, Alexa594 FP, 6 h. Potency, µM (doses to about 57.7 µM), inactives show at the top dose activity, negative = inhibition, actives largely listed as inhibitors. 280,000 tested, 0.39% active. AID 1468; note: nearly all actives have a fitted effect of over 55% in size
Target sequence (P10636 561-689 P618L limits assumed): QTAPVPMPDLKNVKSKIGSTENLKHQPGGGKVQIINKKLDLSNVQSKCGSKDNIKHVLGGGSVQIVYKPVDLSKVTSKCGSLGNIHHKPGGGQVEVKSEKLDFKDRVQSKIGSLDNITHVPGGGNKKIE
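Recombinant K18 P301L […], labeled with Alexa 594 at 0.24 uM over 15 uM unlabeled; heparin inducer 20 uM final; 37 C, 6 hr; FP endpoint.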
RECQ1 inh: blocks DNA unwinding by human RECQ1. P46063. RECQ1 DNA unwinding, red fluorescence kinetic read. Potency, µM (top dose mostly 57.3 µM), inactives show at the highest dose activity, negative = inhibition, most hits filed as inhibitors. 240,000 tested, 0.54% active. AID 2549;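 note: plate controls were vehicle for no effect and no enzyme for full effect; nearly all actives have a fitted effect of over 30% in size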
Target sequence (P46063 whole entry, looked up): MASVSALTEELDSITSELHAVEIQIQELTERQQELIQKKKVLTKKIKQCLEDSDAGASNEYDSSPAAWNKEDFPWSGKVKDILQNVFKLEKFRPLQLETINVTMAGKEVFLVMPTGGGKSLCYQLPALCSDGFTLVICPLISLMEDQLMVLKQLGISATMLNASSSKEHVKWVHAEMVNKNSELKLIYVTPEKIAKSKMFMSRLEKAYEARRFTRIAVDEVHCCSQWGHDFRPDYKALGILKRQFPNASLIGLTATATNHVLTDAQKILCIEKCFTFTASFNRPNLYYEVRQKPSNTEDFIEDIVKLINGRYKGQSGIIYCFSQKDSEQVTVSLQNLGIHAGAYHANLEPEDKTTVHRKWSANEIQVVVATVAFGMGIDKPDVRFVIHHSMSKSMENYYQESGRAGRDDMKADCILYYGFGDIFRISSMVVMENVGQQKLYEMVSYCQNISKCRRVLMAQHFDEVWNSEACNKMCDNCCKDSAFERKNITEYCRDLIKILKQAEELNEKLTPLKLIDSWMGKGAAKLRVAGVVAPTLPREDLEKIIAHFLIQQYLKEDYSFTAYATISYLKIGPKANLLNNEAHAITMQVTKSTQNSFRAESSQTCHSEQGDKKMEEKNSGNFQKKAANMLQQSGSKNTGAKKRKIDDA
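50 nM RECQ1T1 preincubated 15 min with compound in Tris pH 8.0 buffer with MgCl2, DTT, Tween-20 and 2.5 ug/ml poly(dI-dC); started with 200 nM TAMRA/BHQ-2 forked duplex and 2 mM ATP. Unwinding read as fluorescence (525/598 nm), two reads 2 h apart.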
GoLoco inh red: RGS12 GoLoco-Gai1 interaction inhibition; P63096; Gai1:RGS12 GoLoco peptide FP, rhodamine, 10 min; Potency, µM (series often up to 61.6 µM), inactives show at the top dose activity, negative = inhibition, most hits filed as inhibitors; 230,000 tested, 0.44% active; AID 880; active = well fitted inhibition curve with a large enough effect, not every such curve was filed as active; inactive = no such curve, though single readings can be large or run the other way; note: nearly all actives have a fitted effect of over 30% in size; many of its hits are not listed in these tables
TRb-SRC2 inh: TRbeta-SRC2 interaction inhibition. P10828. TRbeta-SRC2 peptide binding, fluorescence polarization; receptor liganded with 1 µM T3. Potency, µM (doses to about 106 µM), inactives show top-dose activity change, negative = inhibition, actives largely listed as inhibitors. 280,000 tested, 0.065% active;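 note: plate controls were bound peptide for no effect and peptide without receptor for full effect; nearly all actives have a fitted effect of over 50% in size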
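Compounds were added to 0.6 uM TRb ligand-binding domain and 20 nM Texas Red-labeled SRC2 peptide in Tris buffer containing 1 uM T3, incubated 5 hr at ambient temperature, then read by fluorescence polarization.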
L3MBTL1 inh: blocks human L3MBTL1. Q9Y468. AlphaScreen L3MBTL1–H3K9me1 peptide binding. Potency, µM (doses to about 57.1 µM), without a hit: at the top dose activity, negative = inhibition, usual class: inhibitors. 230,000 tested, 0.66% active; note: nearly all actives have a fitted effect of over 60% in size
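First, the protein-peptide complex forms for 30 min at room temperature (L3MBTL1 50 nM, biotinylated H3K9me1 peptide 75 nM). Next, compounds are pin-transferred and incubated 30 min. Finally, AlphaScreen beads are added and read after 30 min.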
JMJD2E inh: inhibitors of human JMJD2E histone demethylase. Potency, µM (titrated, usually from 57.1 µM), for the others: at the highest dose activity change, negative = inhibition, most hits filed as inhibitors. 230,000 tested, 1.6% active. B2RXH2. JMJD2E catalytic domain, FDH-coupled NADH fluorescence (FDH is formaldehyde dehydrogenase); active = well fitted inhibition curve with a large enough effect, not every such curve was filed as active; inconclusive = small, poorly fitted or top-dose-only effect, or another doubt; inactive = no such curve, though single readings can be large or run the other way;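 note: 0% = wells with enzyme and -100% = buffer wells without enzyme; nearly all actives have a fitted effect of over 50% in size; many of its hits are not listed in these tables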
Target sequence (B2RXH2 1-337 limits assumed): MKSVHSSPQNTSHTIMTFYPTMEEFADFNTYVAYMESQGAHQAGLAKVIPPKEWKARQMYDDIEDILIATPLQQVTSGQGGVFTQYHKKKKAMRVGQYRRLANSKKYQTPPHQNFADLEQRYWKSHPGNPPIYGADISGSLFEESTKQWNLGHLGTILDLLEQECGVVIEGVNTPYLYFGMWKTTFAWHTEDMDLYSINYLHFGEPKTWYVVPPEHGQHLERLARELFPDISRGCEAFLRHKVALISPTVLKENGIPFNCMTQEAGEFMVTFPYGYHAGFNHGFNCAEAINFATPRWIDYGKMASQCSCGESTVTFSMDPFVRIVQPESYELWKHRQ
Tau fibril ThT: blocks human tau fibril formation measured by thioflavin T | P10636 | recombinant tau K18 P301L, heparin-induced fibrillization, ThT fluorescence | Potency, µM (top dose mostly 57.4 µM), for inactives: at the highest dose activity, negative = inhibition, most hits filed as inhibitors | 270,000 tested, 2.1% active | AID 1460; note: nearly all actives have a fitted effect of over 55% in size
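Using a mix of unlabeled (15 uM) and Alexa 594-labeled (0.24 uM) tau K18 P301L, heparin-triggered fibrillization over 6 hr at 37 C was scored by ThT fluorescence.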
The depositor's hits bear a star; i = inactive; ? = inconclusive; nt = no result given; [ ] = remark or other dose. Unless noted, calls come from the whole dose curve; as a rule, active = well fitted curve in the direction sought with a large enough effect; inconclusive = small, poorly fitted or top-dose-only effect, or another doubt; inactive = no such curve, though single readings can be large; an effect the other way counts as inactive or inconclusive. Unless noted, % is set by controls: 0 for no effect and ±100 for the full control effect; potency is the fitted concentration of half-maximal effect.

item | SMILES | JMJD2E inh | Tau FP inhib | TRb-SRC2 inh | GoLoco inh red
1 | O=C(c1ccccc1)N1CCN(Cc2ccccc2Br)CC1 | ? | -4% | 1% | -1%
2 | CCOC(=O)c1c(NC(=O)CCl)sc(C(=O)N(CC)CC)c1C | -2% | 1% | 1% | 0%
3 | Cc1ccc(N(CCC(=O)NC(C)(C)C)S(=O)(=O)c2ccc(C)cc2)cc1 | -9% | -2% | 5% | 4%
4 | CCOC(=O)C1=C(O)CSC1=Nc1cccc(Cl)c1 | 1% | -5% | 1% | 6%
5 | O=C(O)CNC(=O)C(Cc1ccccc1)NC(=O)OCc1ccccc1 (stereo unspecified) | 1% | -1% | 3% | 4%
6 | COc1ccccc1CNS(=O)(=O)c1ccc2c(c1)CC(C)N2C(C)=O (stereo unspecified) | nt | -3% | -3% | nt
7 | CCCCNC(=S)N=Nc1c(O)[nH]c2ccccc12 | 7% | -10% | 0% | 5%
8 | COc1ccccc1N1CCN(/N=C/C(Cl)=C/c2ccccc2)CC1 | -8% | 7% | -4% | 12%
9 | CC(=O)c1ccc(NC(=S)NC(=O)CC(C)C)cc1 | 1% | -3% | 2% | 1%
10 | COc1cc(/C=N\NC(=O)CNC(=O)C2COc3ccccc3O2)ccc1O (stereo unspecified) | -11% | 1% | 8% | -2%

item | Tau fibril ThT | TexasRed fluor | L3MBTL1 inh | RECQ1 inh
1 | -12% | 3% | -2% | 0%
2 | -14% | -1% | nt | -11%
3 | -8% | 3% | 9% | i
4 | -3% | 0% | 12% | -5%
5 | -9% | -1% | nt | i
6 | 0% | ? | nt | nt
7 | ? | -4% | ? | -15%
8 | ? | -2% | -3% | -12%
9 | -2% | 3% | 11% | i
10 | ? | -4% | -1% | -2%

Next compounds
item | SMILES | JMJD2E inh | Tau FP inhib | TRb-SRC2 inh | GoLoco inh red
11 | C/C(=N\Nc1ccc(F)cc1F)c1cccs1 | -10% | 0% | 0% | 2%
12 | CC(=O)c1cccc(NC(=O)CC2Oc3ccc(C)cc3NC2=O)c1 (stereo unspecified) | 5% | 1% | 3% | 7%
13 | CC(C)CNC(=O)COC(=O)c1cc(S(=O)(=O)N2CCCCC2)ccc1N1CCOCC1 | -7% | 1% | -21% | 6%
14 | Fc1ccc(-c2nnc(CN3CCN(c4ncc(C(F)(F)F)cc4Cl)CC3)o2)cc1 | -1% | 6% | 0% | -7%
15 | COC(=O)c1[nH]c2ccc(C)cc2c1NC(=O)CN1CCc2cc(OC)c(OC)cc2C1 | ? | 17% | 9% | -31%
16 | Cc1c(C(=O)N2CCOCC2)[nH]c2c1C(=O)CC(c1ccccc1Cl)C2 (stereo unspecified) | 8% | 10% | 5% | 9%
17 | O=C(Cn1ncc2c3ccccc3n(Cc3cccc(Cl)c3)c2c1=O)NCCCN1CCCCC1 | nt | -1% | -4% | nt
18 | CCNC(=O)n1cc(-n2cncn2)c(-c2ccc(Cl)cc2)n1 | -2% | -11% | -2% | 7%
19 | O=C(Nc1c2c(nn1-c1ccccc1)CS(=O)C2)c1ccc(S(=O)(=O)N2CCOCC2)cc1 (stereo unspecified) | -6% | 7% | -2% | 6%
20 | Cc1nc2ccccc2n1CCc1nc2c3ccccc3nc(=S)n2[nH]1 | -6% | -1% | 2% | -2%

item | Tau fibril ThT | TexasRed fluor | L3MBTL1 inh | RECQ1 inh
11 | -12% | -2% | 22% | -6%
12 | -14% | 4% | nt | -11%
13 | 1% | 3% | 20% | -10%
14 | -20% | -2% | 10% | -5%
15 | ? | -3% | -7% | -7%
16 | -2% | 4% | -4% | i
17 | -17% | -1% | nt | nt
18 | 6% | -2% | 12% | i
19 | -10% | -8% | 8% | -3%
20 | -18% | -2% | nt | 0%

The results go on.
item | SMILES | JMJD2E inh | Tau FP inhib | TRb-SRC2 inh | GoLoco inh red
21 | CCN(CCCNC(=O)CN1N=C(c2ccccc2)CCC1=O)c1ccccc1 | nt | 8% | 3% | nt
22 | CC(=O)c1ccc(CCCCCCCCCC(=O)O)s1 | 1% | 6% | -3% | 5%
23 | COc1ccc(C(=O)Nc2ccc(Cl)cn2)cc1Cl | -1% | -15% | -4% | 0%
24 | O=c1c(N2CCCCC2)coc2ccccc12 | -10% | 1% | -1% | 1%
25 | CC(Oc1ccccc1F)C(=O)Nc1ccc(-c2nc3ccccc3s2)cc1 (stereo unspecified) | nt | ? | -14% | nt
26 | O=C(NCC1CCCO1)c1ccc(CS(=O)(=O)c2ccc(Cl)cc2)o1 (stereo unspecified) | 5% | -1% | 1% | 5%
27 | Fc1ccc(Cn2nnnc2C(c2cccs2)N2CCN(C3CCCCC3)CC2)cc1 (stereo unspecified) | 2% | 6% | -1% | 2%
28 | CCCCCCOc1ccc(/C=c2\s/c(=C(/C#N)C(=O)NCc3ccco3)n(-c3ccccc3)c2=O)cc1 | 3% | 4% | -4%[53 µM] | 0%
29 | CCOc1ccccc1C1CC(=O)Nc2cc3c(cc21)OCCO3 (stereo unspecified) | 0% | 13% | 3% | 5%
30 | COc1ccc(C)cc1NC(=S)N1CCN(S(C)(=O)=O)CC1 | 11% | -4% | -2% | 15%

item | Tau fibril ThT | TexasRed fluor | L3MBTL1 inh | RECQ1 inh
21 | -4% | 0% | nt | nt
22 | -17% | -1% | 7% | ?
23 | -2% | -1% | 8% | -1%
24 | -15% | -1% | nt | 15%
25 | -14% | -75% | nt | nt
26 | -2% | -1% | nt | i
27 | -5% | 0% | 4% | -9%
28 | 6% | 0%[53 µM] | -1% | ?
29 | -12% | -1% | -6% | -5%
30 | 4% | 0% | -1% | -1%

Later entries.
item | SMILES | JMJD2E inh | Tau FP inhib | TRb-SRC2 inh | GoLoco inh red
31 | COC(=O)c1ccc(C2C(C(=O)OC(C)C)=C(C)N=C3SCCC(=O)N32)cc1 (stereo unspecified) | 0% | 2% | -8% | 1%
32 | CC(C)c1ccc(NS(=O)(=O)c2ccc3[nH]cc(C(=O)N4CCCC4)c(=O)c3c2)cc1 | nt | -5% | -4% | nt
33 | COc1ccc(CN2CCN(C(=O)CN3C(=O)C4C5C=CC(C5)C4C3=O)CC2)c(OC)c1OC (stereo unspecified) | 3% | -6% | 2% | 3%
34 | NC(=O)c1ccc(N2CCN(c3ccccc3F)CC2)c([N+](=O)[O-])c1 | 8% | ? | 0% | 4%
35 | CCC(=O)N1CCc2cc(Br)cc(S(=O)(=O)N3CCC(C(=O)Nc4cccc(C)c4)CC3)c21 | nt | -11% | 2% | nt
36 | CC(C)COc1ccc(C(=O)NC(CC(C)C)C(=O)O)cc1 (stereo unspecified) | -3% | 4% | -8% | nt
37 | COc1ccc(NC(=O)CSc2nncc3ccccc23)cc1 | 1% | 6% | -7% | 6%
38 | CC(NC(N)=O)C(=O)OCc1ccc(Cl)cc1Cl (stereo unspecified) | 3% | -3% | 8% | -1%
39 | COC(=O)c1cccc2c1NC(=O)C2=O | 1% | -2% | 0% | 1%
40 | O=C1CCCc2c1cnc1ncnn21 | -6% | -5% | -4% | 12%

item | Tau fibril ThT | TexasRed fluor | L3MBTL1 inh | RECQ1 inh
31 | -3% | -4% | -3% | i
32 | -2% | -1% | nt | nt
33 | 3% | -2% | 3% | -3%
34 | 16µM* | 1% | nt | -11%
35 | 7% | ? | nt | nt
36 | -15% | -1% | 3% | -5%
37 | -15% | 0% | 13% | -17%
38 | -6% | -2% | nt | -3%
39 | -8% | 0% | -13% | 2%
40 | -6% | -4% | 19% | 6%

Complete entries, looked up by structure. Values in the order: JMJD2E inh	Tau FP inhib	TRb-SRC2 inh	GoLoco inh red	Tau fibril ThT	TexasRed fluor	L3MBTL1 inh	RECQ1 inh
Listed for CC(C)COc1ccc(C(=O)NC(CC(C)C)C(=O)O)cc1 (stereo unspecified) : -3%	4%	-8%	nt	-15%	-1%	3%	-5%
Listed for Cc1ccc(N(CCC(=O)NC(C)(C)C)S(=O)(=O)c2ccc(C)cc2)cc1 : -9%	-2%	5%	4%	-8%	3%	9%	i
Listed for COc1ccccc1N1CCN(/N=C/C(Cl)=C/c2ccccc2)CC1 : -8%	7%	-4%	12%	?	-2%	-3%	-12%

(more compounds)
item | SMILES | JMJD2E inh | Tau FP inhib | TRb-SRC2 inh | GoLoco inh red
41 | Cc1nn(Cc2nc(-c3cccs3)no2)c(C)c1Br | -7% | -7% | 5% | 6%
42 | COc1cc(NS(=O)(=O)c2ccc(C)cc2)ccc1-n1cnnn1 | 6% | 1% | 2% | 5%
43 | Cc1cc(C)cc(NC(=O)C(=O)NC(C)c2ccccc2)c1 (stereo unspecified) | nt | -6% | -12% | nt
44 | CCOC(=O)c1ccc(NC(=O)C(=O)NCc2ccccn2)cc1 | -15% | -3% | 7% | 5%
45 | Cc1cccc(NC(=O)CSc2n[nH]c(-c3ccncc3)n2)c1 | 16% | 3% | -12% | 10%
46 | O=C(Cc1ccccc1F)N1CCC(c2nc3c(nnn3Cc3cccc(Cl)c3)c(=O)[nH]2)CC1 | nt | -1% | 1% | nt
47 | CN(C)CCCOC(=O)CCc1ccccc1 | 4% | 11% | -2% | -8%
48 | Cc1cccc(OCC(=O)Nc2ccc3c(c2)N(C)C(=O)c2ccccc2S3)c1 | nt | -12% | -9% | nt
49 | O=C(CNC(=O)c1ccc(Oc2ccccc2)cc1)OC1CCCCC1=O (stereo unspecified) | ? | -1% | 9% | -3%
50 | O=C(CNCC1CCCCC1)Nc1ccc(N2CCCCC2)cc1 | 28µM* | 9% | 0% | 4%
51 | O=C(Nc1ccc(F)cc1)c1ccc(CN2CC(=O)N3CCCCC3C2=O)cc1 (stereo unspecified) | nt | -3% | -1% | nt
52 | C=CCOc1ccc2ccccc2c1CNc1ncn[nH]1 | -5% | 10% | -16% | 7%
53 | COc1cc(OC)c(C(=O)NCC(c2cccs2)N(C)C)cc1OC (stereo unspecified) | ? | 3% | -4% | 0%

item | Tau fibril ThT | TexasRed fluor | L3MBTL1 inh | RECQ1 inh
41 | -14% | -3% | 7% | -6%
42 | -6% | -2% | 3% | -5%
43 | 7% | -2% | nt | nt
44 | -17% | -2% | -3% | i
45 | -2% | 1% | 2% | 0%
46 | -12% | -3% | nt | nt
47 | 3% | 1% | -2% | -13%
48 | 3% | -1% | nt | nt
49 | -14% | -1% | nt | 0%
50 | -3% | -2% | ? | 10%
51 | -8% | -5% | nt | nt
52 | -9% | -2% | -6% | 7%
53 | -2% | -2% | 1% | -3%

A portion of the library, so the mix of outcomes need not match the whole.
